Screening results deposited in PubChem BioAssay by several laboratories.
M18AAP inhibitor: blocks P. falciparum M18 aspartyl aminopeptidase | AID 1822 | 290,000 tested, 1.2% active | recombinant PfM18AAP, H-Glu-NHMec fluorogenic cleavage | inhibition, % at 7.35 µM;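 active means inhibition above the campaign mean inhibition over all tested compounds plus 3 SD, cut at about 28% in these data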;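 further: 0% = plate median of test compound wells and 100% = 2 mM ZnCl2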
GPR7 antagonist: blocks human GPR7 receptor signaling. P48145. GPR7-expressing cells, fluorescence antagonist assay. inhibition, % at 4.4 µM. 290,000 tested, 1.1% active. AID 1861; in the data active means inhibition above about 16%, passing the limit was not always enough;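 further: cells stimulated with the agonist NPW; 0% = agonist with vehicle and 100% = vehicle without agonist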
MEKK2 mut-MEK5: signal of MEK5 binding to mutant human MEKK2 PB1 domain; bead flow cytometry, Alexa488-MEK5 binding to MEKK2 mutant; percent response, % at 10 µM; 290,000 tested, 0.35% active; AID 1530; in the data active means percent response above about 24%, passing the limit was not always enough; further: inactives centre near 1; some results filed as inactive read as strong as hits; reference of the scale not given here
GalR3 antag: blocks the human galanin receptor 3; 360,000 tested, 0.44% active; inhibition, % at 3 µM; HEK293 GalR3-CNG cAMP membrane potential fluorescence; galR3 body fused to GalR1 C-terminus;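 active means inhibition above the screen-wide average plus 3 SD, cut at about 13% in these data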;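 further: forskolin and galanin both at EC90 stimulate the cells; cAMP rise reported by CNG channel membrane potential dye signal; 0% = forskolin plus galanin with DMSO and 100% = forskolin alone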
MEKK2wt PB1 HTS: raises or lowers MEK5 binding to wildtype human MEKK2 PB1 domain; 290,000 tested, 1.1% active; Q9Y2U5; binding response (% of control), % at 10 µM; bead flow cytometry, Alexa488-MEK5 binding to MEKK2 WT; actives lie on both sides; in the data active means binding response below about 67% or above about 130%
OXTR ag: activates the human oxytocin receptor; activation, % at 3 µM; 320,000 tested, 0.32% active; CHO-OTR cells, Fluo-8 calcium fluorescence; normalized: DMSO 0%, oxytocin 100%; P30559;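 active means activation above the mean of all tested compounds plus 3 SD, cutoff set per screening run, cut at about 20% in these data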;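 further: peak over basal fluorescence ratio from a 100 s FLIPR kinetic read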
Target sequence (P30559 whole entry, looked up): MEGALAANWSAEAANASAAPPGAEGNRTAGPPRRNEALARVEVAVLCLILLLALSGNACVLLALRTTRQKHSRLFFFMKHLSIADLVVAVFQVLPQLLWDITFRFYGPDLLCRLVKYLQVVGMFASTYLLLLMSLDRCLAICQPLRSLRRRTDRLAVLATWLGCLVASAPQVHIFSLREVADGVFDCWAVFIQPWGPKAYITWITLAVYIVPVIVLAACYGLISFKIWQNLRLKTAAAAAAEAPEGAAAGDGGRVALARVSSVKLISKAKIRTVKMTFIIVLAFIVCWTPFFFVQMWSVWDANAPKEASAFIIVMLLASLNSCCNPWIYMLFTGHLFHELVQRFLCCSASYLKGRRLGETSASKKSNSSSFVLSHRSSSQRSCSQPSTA
OXTR potentiator: potentiates the human oxytocin receptor response; P30559; CHO-OTR cells, Fluo-8 calcium fluorescence, potentiator mode; 0% = oxytocin EC15, 100% = EC100; activation, % at 3 µM; 320,000 tested, 0.061% active;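 active means activation above that plate's cutoff, the mean activation of tested compounds plus 3 SD, cut at about 6.6% in these data, passing the limit was not always enough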;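 further: 100% uses oxytocin at 75 nM as the full agonist control; some results filed as inactive read as strong as hits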
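Assay system: CHO-OTR cells, human receptor / Also added: oxytocin at about EC15, sub-maximal agonist stimulus / Dosing: single dose, 3.0 µM nominal final compound concentration / Incubation: 6 min pre-incubation, 100 s read / Technique: Fluo-8 calcium dye fluorescence / Read-out: % activation vs EC15 and EC100 oxytocin / Benchmarks: EC15 oxytocin low, 75 nM oxytocin high / Replicates: singlicate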
V1R ag counter: counter-screen for oxytocin receptor agonists: human V1a receptor agonists | CHO-V1R cells, Fluo-8 calcium fluorescence, agonist mode; 0% DMSO, 100% 3 nM vasopressin | 320,000 tested, 0.25% active | activation, % at 3 µM;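 active means activation above the mean activation of all tested compounds plus 3 SD, per screening run, cut at about 20% in these data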;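 further: signal is peak over basal fluorescence ratio across a 100 second FLIPR read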
Target sequence (P37288 whole entry, looked up): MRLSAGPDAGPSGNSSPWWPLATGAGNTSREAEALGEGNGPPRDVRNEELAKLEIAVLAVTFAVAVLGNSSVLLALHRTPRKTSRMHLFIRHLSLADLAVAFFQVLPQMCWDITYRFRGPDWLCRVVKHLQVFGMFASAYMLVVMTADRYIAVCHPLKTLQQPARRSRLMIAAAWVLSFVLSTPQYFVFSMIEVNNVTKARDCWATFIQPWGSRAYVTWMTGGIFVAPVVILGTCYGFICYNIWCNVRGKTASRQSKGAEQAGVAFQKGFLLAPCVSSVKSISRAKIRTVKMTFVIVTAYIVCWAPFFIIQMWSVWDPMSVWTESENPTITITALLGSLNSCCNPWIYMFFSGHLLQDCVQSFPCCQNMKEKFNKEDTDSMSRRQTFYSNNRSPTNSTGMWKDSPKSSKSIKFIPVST
NALP1 yeast inh: inhibitors of NALP1 inflammasome in yeast. S. cerevisiae NALP1/ASC/caspase-1 growth, X-gal OD620, 72 h. inhibition, % at 10 µM. 280,000 tested, 0.61% active; in the data active means inhibition mostly above about 24%, no sharp cut-off; inactive means mostly below about 32%; further: some compounds called inactive have numbers as strong as hits
The depositor's hits bear a star; · = no result given; [ ] = another dose, or the depositor's remark.

SMILES	M18AAP inhibitor	GPR7 antagonist	MEKK2 mut-MEK5	GalR3 antag	MEKK2wt PB1 HTS	OXTR ag	OXTR potentiator	V1R ag counter	NALP1 yeast inh
Cc1ccc(NC(=O)CNC(=O)c2ccc(C)o2)cc1	-9	-6	-17	-9	46*[inhibitor]	0.2	-5	1.3	10
COc1ccc(C2=NOC(C(=O)NC3CCCCC3)C2)cc1OC (stereo unspecified)	-8	-2	4	-6	102	-0.1	1	0.2	6
C[C@H]1COC(=O)[C@H](Cc2ccc(F)cc2)C/C=C\C[C@H](CC(=O)N(CCO)Cc2ccccc2)C(=O)N1	·	·	·	-4	·	-0.5	2	-0.1	·
Cc1c(Cl)cccc1NC(=O)CCN1CCN(CCO)CC1	2	-18	-2	2	92	·	·	·	2
CC(CNC(=O)CCS(=O)(=O)c1ccc2c(c1)oc(=O)n2C)c1ccccc1 (stereo unspecified)	1	-7	0	3	100	-0.1	-5	0.1	-5
Cc1cccn2c(=O)c3cc(C#N)c(=O)n(-c4c(C)n(C)n(-c5ccccc5)c4=O)c3nc12	-9	-9	-2	4	95	0.8	-8	0.3	-8
N#CC1=C(c2ccccc2)/C(=C/c2ccccc2)OC1=O	10	-8	1	-1	98	-1.1	-10	0.5	12
C=CCNc1nc(-c2ccc([N+](=O)[O-])cc2)cs1	2	5	1	-7	97	-1.7	-4	-0.7	34
O=c1cc(-c2ccccc2)oc2cc(O)cc(O)c12	·	·	3	-7	106	4.0	0	2.3	·
S=c1[nH]nc(COc2ccccc2)n1/N=C/c1cccc(Br)c1	15	22	-4	-4	99	-1.4	-20	-0.6	14
COc1ccc(C(=O)CC(=O)C(=O)Nc2cc(C)ccc2C)cc1	-2	-5	1	-10	101	0.0	-5	5.8	-2
Cn1c(SCC(=O)c2ccc(F)cc2)nc2cccnc21	3	-8	6	-3	103	2.4	-4	1.4	13
CCOC(=O)C1CCN(C(=O)c2ccc3c(c2)C(=O)N(c2ccccc2C)C3=O)CC1	·	·	·	-4	·	0.4	-3	0.8	·
CCc1ccccc1N1CC(C(=O)O)CC1=O (stereo unspecified)	0	-1	5	-4	109	-0.2	-7	0.0	6
CCc1nn(CCCC(=O)N2CCC(C)CC2)c(=O)c2cc3occc3n12	-15	-4	-1	5	96	-0.4	-7	2.0	13
Cc1c(Cl)cnc(NC(=O)COC(=O)[C@@H](NC(=O)c2ccco2)C(C)C)c1Cl	·	·	·	2	·	0.6	-8	1.3	·
Cc1ccc2cc(CN(C(=O)c3ccco3)c3cccc(C)c3C)c(=O)[nH]c2c1	-4	-9	-2	-3	93	-1.5	-9	-0.5	1
O=C(Cn1nnc(-c2ccccc2NC(=O)C2CC2)n1)NC1CCCCC1	7	7	1	-2	100	-0.8	4	-0.5	-9
Cc1nn(-c2ccccc2)c2nc(-c3ccncc3)cc(C(=O)NCc3ccco3)c12	12	-1	4	-5	108	-0.6	-18	0.3	-4
COc1ccc(-n2nc(C(=O)NCC(=O)N3CCN(c4ccccc4OC)CC3)c3ccccc3c2=O)cc1OC	5	0	-8	-8	93	-0.4	-4	2.9	4
COc1cc(OC)c2ccc(=O)oc2c1C(CCN1CCCC(C)C1)c1ccc2c(c1)OCO2 (stereo unspecified)	·	·	5	-4	102	2.0	-4	2.4	-12
O=C(NCc1ccc(F)cc1)C1CCC(CNc2c(N3CCCCC3)c(=O)c2=O)CC1 (stereo unspecified)	-3	-1	-6	0	92	0.3	-11	1.7	·
Cc1ncc(CO)c2c1Oc1nc(-c3ccccc3)nc(SCC(=O)N3CCCCC3)c1C2	6	-20	4	3	108	3.0	-5	3.5	15
COC(=O)C1=CN(c2cc(C)cc(C)c2)C=C(C(=O)OC)C1c1cccc(F)c1	-2	-14	2	-3	99	-1.4	-8	0.9	5
S=c1[nH]nc(CN2CCCCC2)n1-c1ccc(Cl)cc1	13	-15	-6	-3	96	2.4	-2	1.1	-30
Nc1ccc(S(=O)(=O)NCC(=O)OCCOc2ccccc2)cc1[N+](=O)[O-]	·	·	·	-6	·	2.5	-5	-0.2	·
COc1ccc(C)cc1NC(=O)c1ccc2c(c1)OCO2	-5	2	2	-4	99	-1.7	3	-0.5	-7
CC(C)(Cc1ccccc1)/[N+]([O-])=C\c1ccc(C(F)(F)F)cc1	·	·	·	-4	·	-2.3	4	-0.4	·
CCN(CC)S(=O)(=O)c1cccc(-c2nnc(SCCCC(=O)c3ccccc3)o2)c1	-3	2	-2	-1	97	0.3	-16	4.1	1
COc1ccc(CN(C(=O)c2ccccc2OC)C2CCS(=O)(=O)C2)cc1 (stereo unspecified)	-4	-6	-6	0	83	0.4	-4	-0.1	-5
CC(CNC(=O)c1ccc(-c2ccccc2)cc1)CN(C)C (stereo unspecified)	0	17	8	-2	114	1.5	-13	1.4	10
COc1ccc(NC(=O)CCSCCC(=O)Nc2ccc(OC)cc2OC)c(OC)c1	-1	-6	1	-2	109	-1.2	-7	-0.8	20
Cn1nc(C(F)(F)F)c2cc(C(=O)Nc3ccc(Cl)cc3)sc21	-3	-11	-2	-4	95	-0.5	-14	-0.3	7
CC(NC(=O)CC12CC3CC(CC(C3)C1)C2)C(=O)O (stereo unspecified)	-1	2	-5	-7	100	0.4	2	0.1	4
CCCS(=O)(=O)C(=C1NCCO1)S(=O)(=O)CCC	-1	-5	8	0	103	1.3	-2	0.2	29
c1ccc2c(c1)COC(CNC1CCCCC1)OC2	2	-7	-4	-6	88	0.5	-5	7.5	0
Cc1nc(CS(=O)(=O)c2ccccn2)sc1C(=O)NNC(=O)c1ccc(Cl)cc1	-3	-9	3	1	106	0.3	3	0.7	·
CCOc1ccc(NC(=O)COC(=O)Cn2cnc3ccccc32)cc1	·	·	·	-1	·	2.4	2	0.9	·
Cn1c(C(=O)N2CCN(Cc3ccccc3)CC2)cc2c(=O)n(C)c3ccccc3c21	-4	1	1	0	98	-2.6	-3	-1.0	-15
COc1ccc(NC(=O)c2cccc(N3C(=O)C4C5C=CC(C5)C4C3=O)c2)c(OC)c1 (stereo unspecified)	-6	-4	-1	-1	93	0.2	0	1.0	17
NNC(=O)CNC(c1ccccc1)c1cc(Br)ccc1N (stereo unspecified)	4	-1	2	-5	99	-1.1	-1	-1.1	-9
CCOc1ccc(S(=O)(=O)NC(=O)c2ccccc2)cc1	0	-5	8	0	109	0.4	-5	-0.1	4
CCCCC(=O)NNC(=S)NC(=O)C(c1ccccc1)c1ccccc1	12	-1	-10	-4	88	68*	-17	74*	2
CCC(=O)NCCCOc1ccccc1	-3	1	1	-5	99	0.1	-7	-0.2	27*
CCOC(=O)C1CCN(C2CCN(C(=O)c3oc4c(C)c(C)ccc4c3C)CC2)CC1	4	-6	10	-3	111	-0.6	-8	0.4	10
Cc1cc(C)nc(Nc2ccccc2F)n1	-3	13	3	-6	102	-0.9	-12	-0.4	10
O=[N+]([O-])c1ccccc1S(=O)(=O)N1CCN(C2CCN(Cc3ccccc3)CC2)CC1	4	-15	3	0	107	1.0	-6	-0.2	1
CC(C)CC1NC(=O)N(CC(=O)NC2CCCc3ccccc32)C1=O (stereo unspecified)	3	-1	1	-1	100	-1.0	-3	0.5	0
CCOC(=O)c1cc2n(c1N)-c1ccccc1C2=O	9	-19	2	-5	96	4.0	1	3.4	19
S=C(NCCc1ccccc1)NC1CCC(NC(=S)NCCc2ccccc2)CC1 (stereo unspecified)	-2	-6	0	-4	107	0.9	-3	-0.1	-9

The listing continues.
SMILES	M18AAP inhibitor	GPR7 antagonist	MEKK2 mut-MEK5	GalR3 antag	MEKK2wt PB1 HTS	OXTR ag	OXTR potentiator	V1R ag counter	NALP1 yeast inh
O=S1(=O)CCC(N2CCOCC2)C1 (stereo unspecified)	5	-8	2	2	103	0.1	-1	0.4	12
COc1cccc(CNC(=O)Cn2c(=O)n(CCC(=O)N3CCCCC3)c(=O)c3sccc32)c1	2	10	6	2	107	-0.9	-5	1.2	19
COc1cc(C(=O)N2CCC(N3CCCCCC3)CC2)cc(OC)c1OC	2	-12	3	-3	104	0.5	-5	0.5	·
C=CCOc1ccc(CNc2ccc(NC(=O)CC(C)C)cc2)cc1OC	-3	-2	0	-4	100	1.2	0	0.7	30
O=C(O)c1c2c(nc3ccc(S(=O)(=O)N4CCC(C(=O)NCc5ccccc5Cl)CC4)cc13)CCCC2	-3	-7	1	1	98	0.6	-7	0.1	15
COc1ccc(NC(=O)CCN2CC(C)OC(C)C2)c(OC)c1 (stereo unspecified)	-3	-9	1	1	101	-0.1	0	0.4	2
O=C(Cc1cccc2ccccc12)NC(=S)Nc1cccc(C(=O)O)c1	8	2	0	-4	100	-0.2	-5	0.4	0
Cc1ccc(C2=CC(c3ccc(C)cc3)n3ncnc3N2)cc1 (stereo unspecified)	·	·	2	-4	101	-1.5	3	-0.2	·
C=CCNC(=O)Nc1ccc(F)c(Cl)c1	2	-8	4	1	108	0.1	-7	2.1	1
COC(=O)c1sccc1NC(=O)CC1C(=O)NCCN1C(=O)Nc1ccc(C(F)(F)F)cc1 (stereo unspecified)	-2	-1	4	-3	102	-1.0	-4	-0.4	·
CCN1C=CC(=C2C(=O)c3ccccc3C2=O)C=C1	6	7	1	-2	101	-0.5	-9	-0.8	23
COc1ccc(/C=C/c2nnc(NC(=O)CSc3ccc(Cl)cc3)s2)cc1	2	-1	2	-2	96	-0.9	3	0.4	4
CC(=O)Nc1ccc(NC(=O)CSC2=NS(=O)(=O)c3cc(Cl)ccc3N2)cc1	·	·	·	-1	·	-0.1	-4	0.5	·
CCC(CC)C(=O)Nc1ccc([N+](=O)[O-])cn1	-2	-2	3	16*	101	-1.7	-4	-0.9	-3
O=C(CSc1ncc(-c2ccccc2)n1-c1ccccc1)NCc1ccco1	2	2	-3	-5	93	-1.6	2	-1.1	17
Cc1ccn2cc(CNC(=O)c3cccs3)nc2c1	-5	7	3	·	107	-0.3	-3	0.1	25
COc1cc(CNc2nnnn2C)cc(OC)c1OC	2	-5	11	1	108	-0.2	-10	0.6	8
O=C(Cc1ccc(Cl)cc1)NC1CC1	-10	0	-4	-3	101	-0.3	-11	0.5	15
CC(=O)NC1=NN(C(C)=O)C(C)(CS(=O)(=O)c2ccc3ccccc3c2)S1 (stereo unspecified)	1	-3	3	-1	107	-1.1	-16	0.3	13
Cc1ccc(NCc2nc3ccccc3n2C)cc1	2	0	15	3	104	-1.9	-5	-0.4	3
Cc1ccc(NCC(=O)NNC2=NCCC2)c(C)c1	-3	7	-2	-5	97	0.7	-3	-0.2	23
COc1cc(-c2nc(=S)[nH][nH]2)cc(OC)c1OC	35*	-8	-10	-4	87	-0.6	-6	-0.8	-11
COC(=O)c1[nH]c2ccc(Cl)cc2c1NC(=O)CCN1CCOCC1	1	-4	·	-3	·	-0.2	-10	0.9	-1
